Rpn11 inh = inhibitors of human proteasome Rpn11; actives 0.59% (n = 360,000); human 26S proteasome, Ub4-pepOG fluorescence polarization; 20S core pre-blocked with epoxomicin; O00487; AID 588493; calls only at 20 µM;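 active means inhibition at 20 µM, scaled to each plate's controls, above about 33%, limit read from the data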
CSN inh = CSN deneddylation inhibition; Q92905; Purified CSN, SCF-Nedd8-OG deneddylation, fluorescence polarization; inhibition, % at 12.5 µM; actives 0.38% (n = 360,000);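 active means pattern-corrected inhibition above about 35%, with an unprinted fluorescence ratio check between 0.5 and 1.5, limit read from the data, passing the limit was not always enough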;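 further: 0% = enzyme with substrate and 100% = substrate without enzyme; some results filed as inactive read as strong as hits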
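Material: purified human Csn5 enzyme expressed in HEK293T cells / Medium: Tris buffer pH 7.5, NaCl, DTT, Tween-20, trehalose, ovalbumin / Compound dosing: 12.5 µM single point / Schedule: 90 min incubation of compound, enzyme and substrate at room temperature / Signal: fluorescence polarization of the substrate / Control set: no-enzyme wells high, enzyme-with-substrate wells low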
PABP1 MLLE inh = blocks PAM2 peptide binding to the PABP1 MLLE domain; inhibition, % at 20 µM; actives 0.36% (n = 360,000); GST-MLLE / FITC-PAM2 fluorescence polarization; AID 588489; in the data active means inhibition above about 35%, passing the limit was not always enough;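 further: plate controls were DMSO wells with GST-MLLE for no effect and wells lacking GST-MLLE protein for full effect; some results filed as inactive read as strong as hits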
MT1-MMP act inh = blocks activation of human MT1-MMP; P50281; HT1080 RFP-PRO-GFP cells, GFP/RFP ratio fluorescence, overnight; percent of plate control window, DMSO zero; GFP/RFP ratio change, % at 20 µM; actives 0.061% (n = 360,000);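 active means GFP/RFP ratio change of at least 30% with cell ATP level not reduced by more than half and red fluorescence within 50% of control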; further: strong numbers were not always called active
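Test system: HT1080 RFP-PRO-GFP cells; Benchmarks: DMSO and RFP-L50D-GFP cell wells; Timing: cells overnight before dosing, compound overnight, 37 °C, 5% CO2; Compound: one 20 µM compound dose with 1% DMSO; Read-out: GFP/RFP fluorescence ratio.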
FAS-TE inh = blocks the thioesterase domain of human fatty acid synthase; P49327; recombinant FAS-TE, OMFH fluorogenic substrate, fluorescence endpoint; inhibition, % at 15 µM; actives 0.67% (n = 360,000);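 active means compounds whose normalised, plate-corrected inhibition of enzyme fluorescence in the single-dose primary screen is 50% or more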;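 further: 0% = DMSO with enzyme and 100% = substrate without enzyme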
MsrA inh = inhibitors of bovine MsrA; purified bovine MsrA, absorbance read-out; actives 0.75% (n = 360,000); AID 651718; inhibition, % at 15.5 µM; in the data active means inhibition above about 4.5%;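 further: 0% = vehicle wells with enzyme and 100% = reference inhibitor wells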
MsrA act = bovine methionine sulfoxide reductase A activation. purified bovine MsrA, absorbance read-out. activation, % at 10.6 µM. actives 0.3% (n = 360,000); in the data active means activation above about 7.5%;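 further: 0% = vehicle and 100% = reference activator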
eLon inh = inhibits E. coli Lon protease; purified E. coli Lon protease, fluorescence polarization; P0A9M0; inhibition, % at 7.94 µM; actives 0.42% (n = 360,000); in the data active means inhibition above about 13%, passing the limit was not always enough;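 further: 0% = enzyme with probe and DMSO and 100% = no enzyme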
Rin1 Abl inh = human Rin1-Abl interaction inhibition | P00519+Q13671 | TR-FRET Rin1/Abl binding, biochemical | inhibition, % at 7.35 µM | actives 0.4% (n = 360,000); in the data active means inhibition above about 5%, passing the limit was not always enough
An asterisk follows results filed as active; i = inactive; . = no result given.

SMILES	Rpn11 inh	CSN inh	PABP1 MLLE inh	MT1-MMP act inh	FAS-TE inh	MsrA inh	MsrA act	eLon inh	Rin1 Abl inh
CCOc1ccc(-c2cc(C(=O)N3CCN(c4ccccn4)CC3)c3ccccc3n2)cc1	i	1	10	-3	29	0.1	-1	1	-2
Cn1c(-c2csc(-c3ccccc3)n2)n[nH]c1=S	i	7	7	-2	-2	0.5	2	-6	0
CC(C)=CCc1cc(-c2oc3cc(O)cc(O)c3c(=O)c2O)ccc1O	i	5	-2	-7	7	0.4	-12	-10	4
O=C(CSc1nnc(COc2ccccc2)o1)N1CCN(c2ccccc2)CC1	i	-1	-38	-8	-1	0.1	1	10	0
CC(C)Cn1c(-c2ccco2)csc1=Nc1cccnc1	i	-3	4	0	-5	-0.7	-2	-7	1
O=C(O)c1ccccc1-c1nnc2c(Cl)cc(C(F)(F)F)cn12	i	-2	8	3	-5	1.1	-10	-8	1
CN(Cc1ccco1)C(=O)c1cc2c(s1)-c1ccc(Cl)cc1S(=O)(=O)C2	i	-3	6	-1	11	1.3	-1	10	2
Cc1csc(NC(=O)Cc2ccc(F)cc2)n1	i	-2	12	-1	-2	-0.5	-1	2	1
N=c1c(S(=O)(=O)c2ccc(Br)cc2)cc2c(=O)n3ccccc3nc2n1C1CCCCC1	i	1	-15	-7	43	0.4	-3	-8	0
COc1ccc(C(C)(C)C)cc1NC(=O)C1C2C=CC(C2)C1C(=O)O (configuration not stated)	i	1	-12	4	-10	1.6	-5	-7	-2
COc1cccc(C(=O)CN(C(=O)c2ccc(Cl)c(Cl)c2)N2C(=O)c3ccccc3C2=O)c1	i	-3	16	4	36	-0.7	-13	-13	4
COc1ccc2c(c1)NC(c1cc(Cl)cc(Cl)c1O)c1cccn1-2 (configuration not stated)	i	4	11	-4	-5	-1.7	-2	1	-2
CCNS(=O)(=O)c1ccc(CCC(=O)N2CCN(c3cccc(Cl)c3)CC2)cc1	i	5	-13	6	5	-0.9	-3	2	2
CCc1ccc(NC(=O)NCCN2CCCCC2)cc1	i	1	-5	2	-4	0.7	-3	1	4
O=C(COc1ccccc1F)Nc1nnc(-c2ccncc2)s1	i	4	8	2	-8	1.4	-1	2	2
O=C(Oc1ccnc2cc(Cl)ccc12)N1CCOCC1	i	-1	-6	4	-9	1.2	-12	-6	3
Cc1ccc(NC(=O)C2Oc3ccccc3OC2C)cc1 (configuration not stated)	i	4	13	-1	7	0.6	-3	-1	-3
O=S(=O)(NC(=NCCc1ccc(Cl)cc1)c1ccccc1Cl)c1cccs1	i	-8	-2	-1	12	0.7	-10	2	2
CC1NC(=O)c2cccnc2-n2c1nc1cc(F)c(F)cc1c2=O (configuration not stated)	i	-2	-4	-2	-2	-0.7	-3	-4	0
C/C(CC(=O)Nc1ccccc1-c1ccccc1)=N\NC(=O)COc1ccc(C)cc1Br	i	-2	5	4	11	0.0	-3	0	2
O=C(OCC(=O)N1CCCc2ccccc21)c1cccc(C(F)(F)F)c1	i	-3	-4	0	18	1.7	-1	-10	-3
Cn1c(CNC(=O)CNS(=O)(=O)c2ccc(Br)cc2)cc(=O)n(C)c1=O	i	1	0	2	-4	-0.3	-4	0	-2
Cc1ccc(S(=O)(=O)CCC(=O)OCc2cc(C)ccc2C)cc1	i	-4	4	5	26	0.0	-3	-3	-1
CCN(CCCNC(=O)COc1cc(=O)n(CC)c2ccccc12)c1ccccc1	i	-1	-11	10	0	0.2	-2	-3	-4
CCOC(=O)CCCCCC(=O)Nc1ccc2c(c1)C(=O)N([C@H](C)CO)C[C@@H](C)[C@@H](CN(C)C(=O)CCC(F)(F)F)OCCCC[C@H](C)O2	i	-4	-8	-1	-7	0.9	0	7	51*
CCN(CC)CCN1C(=O)C2C(C(=O)Nc3cc(C)cc(C)c3)C3C=CC2(O3)C1C(=O)NC1CCCCC1 (configuration not stated)	i	2	-6	1	-4	-0.2	-3	-6	3
CCOC(CNC(=O)C(=O)Nc1cc2c3c(c1)CCN3C(=O)CC2)OCC	i	0	-8	1	-4	-0.5	-2	-7	-3
CCC(C)NS(=O)(=O)c1ccc(OCC(=O)Nc2ccc3c(c2)OCCO3)cc1 (configuration not stated)	i	2	13	-2	0	-1.1	-2	-2	-2
Cc1[nH]nc2oc(=O)c(CCO)c(C)c12	i	4	7	1	-12	1.5	-7	1	2
Cc1onc(-c2ccccc2)c1C(=O)NNC(=O)c1ccccc1O	i	-5	7	9	2	1.2	1	4	3
Cc1c(Br)c([N+](=O)[O-])nn1CC(=O)N1CCN(Cc2ccccc2)CC1	i	-1	5	-1	-4	1.3	-9	-4	0
CC1(Cc2ccc(C(F)(F)F)nc2)C(=O)Nc2cc(-c3ccccc3Cl)ccc21 (configuration not stated)	i	-1	6	-7	25	0.4	-1	-1	-4
Cc1cc(C)cc(OCC(=O)OCC(=O)N2CCc3ccccc32)c1	i	-5	-19	3	15	-0.4	-4	4	0
COC(=O)CCCn1cc(CN2CC(N(C)C)CS2(=O)=O)nn1 (configuration not stated)	.	-1	.	4	-12	-0.4	-3	2	.
COC(=O)c1cc(OC)c(OC)cc1NC(=O)CCc1ccc(C)o1	i	-4	6	2	1	-1.9	-1	3	0
CCn1nc(C)c(/C=N/NC(=O)Cn2nnc(N)n2)c1C	i	0	-7	.	-6	1.1	-12	-1	-2
Cc1c(C(=O)OCC2CCCO2)[nH]c2c1C(=O)CC(c1ccc(N(C)C)cc1)C2 (configuration not stated)	i	5	-7	4	2	-0.7	-6	3	-2
CC(C)Oc1cccc(NC(=O)C2(C)CCN2C(C)C)c1 (configuration not stated)	i	-1	6	-6	-4	-2.2	-8	2	-7
COc1cc(Cl)c(C)cc1NC(=O)[C@@H]1CCCN1C(=O)c1cccs1	i	-1	3	-2	-1	1.0	-8	-1	0
NS(=O)(=O)c1cccc(NC(=O)CSc2nnc3n2CCCCC3)c1	i	-3	-20	-1	-6	-0.9	-3	-6	4
Cc1cc(/C(N)=N/OC(=O)c2cccc(Cl)c2)no1	i	0	2	-2	-2	-0.7	0	-12	-3
CC(=O)Nc1ccc2c(c1)N(C(=O)CN(C)C)c1ccccc1CC2	i	6	4	3	-7	0.7	-2	4	0
CCOc1ccc(NS(=O)(=O)c2ccc(C(=O)NCC(c3ccc(OC)cc3)N3CCCC3)cc2)cc1 (configuration not stated)	i	5	-15	0	1	-0.9	-1	-4	1
CCCCc1nc(SCCN2CCOCC2)c2c(=O)n(C)c(=O)n(C)c2n1	i	-4	4	1	1	-0.4	-14	5	6
CCCNC(=O)COC(=O)c1ccc(Cl)c(S(=O)(=O)N2CCCC2)c1	i	4	-2	1	-9	-0.5	-7	-1	-1
O=C(CN1C(=O)S/C(=C\c2ccc(Cl)cc2)C1=O)NNC(=O)c1ccccc1O	i	6	-13	4	12	1.6	-10	1	0
CC1CCCCC12NC(=O)N(CC(=O)Nc1ccc3c(c1)OCO3)C2=O (configuration not stated)	i	-3	-7	-2	-4	1.1	-1	-3	3
Cc1ccc(-c2c(C(=O)Nc3ccccc3C)c(C)[nH]c(=S)c2C#N)o1	i	8	-8	-21	-1	2.9	-6	-14	-33

Given as a markdown table: four of the compounds above
| Structure | Rpn11 inh | CSN inh | PABP1 MLLE inh | MT1-MMP act inh | FAS-TE inh | MsrA inh | MsrA act | eLon inh | Rin1 Abl inh |
| --- | --- | --- | --- | --- | --- | --- | --- | --- | --- |
| COc1cc(Cl)c(C)cc1NC(=O)[C@@H]1CCCN1C(=O)c1cccs1 | i | -1 | 3 | -2 | -1 | 1.0 | -8 | -1 | 0 |
| NS(=O)(=O)c1cccc(NC(=O)CSc2nnc3n2CCCCC3)c1 | i | -3 | -20 | -1 | -6 | -0.9 | -3 | -6 | 4 |
| Cc1c(C(=O)OCC2CCCO2)[nH]c2c1C(=O)CC(c1ccc(N(C)C)cc1)C2 (configuration not stated) | i | 5 | -7 | 4 | 2 | -0.7 | -6 | 3 | -2 |
| CCCCc1nc(SCCN2CCOCC2)c2c(=O)n(C)c(=O)n(C)c2n1 | i | -4 | 4 | 1 | 1 | -0.4 | -14 | 5 | 6 |

Following part
SMILES	Rpn11 inh	CSN inh	PABP1 MLLE inh	MT1-MMP act inh	FAS-TE inh	MsrA inh	MsrA act	eLon inh	Rin1 Abl inh
C/C(CC(=O)Nc1cccnc1)=N/NC(=O)COc1ccc(Cl)cc1Br	i	-2	0	0	0	-1.9	-3	3	-6
O=C(NCCCn1cccn1)C1CCC(=O)N(CCc2ccccc2)C1 (configuration not stated)	i	-5	3	-4	-2	0.7	-1	4	-1
N#Cc1ccc(Cl)cc1NC(=O)COC(=O)c1ccc2c(c1)OCCO2	i	-2	1	-3	24	0.5	0	16	0
CC(Sc1nc2nn(-c3ccccc3)c(=O)c-2c2n1CCCCC2)C(N)=O (configuration not stated)	i	2	-10	2	1	0.1	-8	10	-1
COc1cc(C(=O)NNC(=S)NC(=O)/C=C/c2ccccc2)cc(OC)c1OC	i	1	-7	0	-2	0.8	-11	19	-5
CC1CC(C)(C)NC(=S)N1CC(=O)N1CCN(Cc2ccccc2)CC1 (configuration not stated)	i	0	-42	0	-3	-1.6	-2	3	-1
COc1ccc(C(=O)NNC(=S)Nc2ccccc2)cc1	i	8	1	2	-2	0.7	-5	1	-3
O=C(NCCC1=CCCCC1)C1CCN(S(=O)(=O)c2cnc[nH]2)CC1	i	0	2	2	-9	-1.3	-2	-7	4
O=C(OCC(=O)N1CCCc2ccccc21)c1ccc(Cl)nc1	i	-6	-4	0	-9	-1.1	-1	-4	0
CC1=C(C(=O)N(C)C)CC(CC(=O)NCCc2ccccn2)C(=O)N1Cc1ccc(F)cc1 (configuration not stated)	i	2	2	1	-6	-1.2	-1	-1	-1
Cc1ccc(/C=N/N2CCN(c3ccccn3)CC2)cc1	i	4	2	0	2	0.7	1	-16	0
C=CC[N+]1(CC=C)CCOCC1	i	-2	11	1	-2	0.2	-1	6	-3
Cn1c(N)c(C(=O)COC(=O)C2CCCC2)c(=O)n(C)c1=O	i	2	7	0	-6	-0.3	-2	1	2
COc1ccc(OC)c(C(=O)c2coc3ccc(OC(C)=O)cc23)c1	i	-2	-1	10	-2	-0.8	-14	-4	8
CCOC(=O)c1nn(-c2ccc(F)cc2)c2c1CC/C2=C/c1ccccc1	i	3	7	-1	-2	-0.2	-5	-2	-2
CSc1ncccc1C(=O)Nc1nc(C(C)(C)C)cs1	i	7	4	-29	3	1.4	-1	0	-1
O=[N+]([O-])c1ccc(Cc2nnc(-c3ccccc3Cl)o2)cc1	i	3	6	1	16	1.8	-1	6	-2
O=C(O)CN(c1ccc(F)cc1)S(=O)(=O)c1ccc2c(c1)OCCO2	i	1	-11	2	-4	0.2	-4	6	1
Cc1ccc(NC(=O)C(c2ccccc2)C2CCCC2)cc1 (configuration not stated)	i	0	3	-9	34	2.4	-5	-7	2
Cc1cc(O)c(C(C)C)cc1NC(=O)Nc1cc(Cl)ccc1Cl	i	5	-5	3	14	0.4	1	6	5
Cc1ccc2c(n1)sc1c(-c3ccc(Br)cc3)c(C#N)c(N)nc12	i	12	-27	4	8	0.3	-13	-6	-1
O=C(O)c1ccn[nH]1	i	0	-14	4	-4	.	-5	-8	4
CCOC(=O)CCc1c(C)c2c(C)nn(-c3ccccc3)c2[nH]c1=O	i	-2	7	2	-2	-1.5	-6	-2	0
Nc1nc(SCc2ccccc2)sc1C(=O)N1CCCCC1	i	2	19	1	-1	1.4	-9	-4	7
CC(=O)OCC1=C(C(=O)O)N2C(=O)C(NC(=O)C(C)Cn3cc(Cl)cn3)C2SC1 (configuration not stated)	i	-1	32	1	-7	0.3	-12	0	4
CCN(CC)CCCNC(=O)c1ccc2c(=O)n(Cc3ccc4c(c3)OCO4)c(=S)[nH]c2c1	i	7	-63	-1	-2	1.4	0	-4	-3

Screening data as filed in PubChem.
